SENP6 inh – inhibitors of human SENP6 protease. 330,000 compounds, 1.8% hits. Q9GZR1. inhibition, % at 10 µM. AID 2599. Recombinant SENP6 catalytic domain, aminoluciferin luminescence;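 active = inhibition above about 50% at the single tested dose, limit read from the data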;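 note: plate controls were DMSO wells with enzyme for no effect and DMSO wells lacking enzyme for full effect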
Target sequence (Q9GZR1 628-1112 limits assumed): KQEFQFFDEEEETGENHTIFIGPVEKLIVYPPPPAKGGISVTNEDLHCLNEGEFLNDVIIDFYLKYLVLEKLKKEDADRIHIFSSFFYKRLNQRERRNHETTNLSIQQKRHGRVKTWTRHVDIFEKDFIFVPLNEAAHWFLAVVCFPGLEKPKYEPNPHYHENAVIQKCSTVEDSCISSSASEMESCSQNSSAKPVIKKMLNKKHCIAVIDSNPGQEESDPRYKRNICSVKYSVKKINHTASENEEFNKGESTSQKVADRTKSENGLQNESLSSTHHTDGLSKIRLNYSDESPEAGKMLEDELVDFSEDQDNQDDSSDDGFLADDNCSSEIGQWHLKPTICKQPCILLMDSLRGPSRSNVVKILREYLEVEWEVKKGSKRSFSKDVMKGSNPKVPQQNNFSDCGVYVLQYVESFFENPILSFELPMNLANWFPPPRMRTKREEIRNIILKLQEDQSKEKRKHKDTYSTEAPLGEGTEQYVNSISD
SENP7 block – blocks the human protease SENP7; Q9BQF6; recombinant SENP7, Z-RLRGG-aminoluciferin luminescence, 40 min; inhibition, % at 5 µM; 330,000 compounds, 1.5% hits;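 active = inhibition above about 50% at the single test dose, limit read from the data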;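 note: plate controls were DMSO with enzyme for no effect and no enzyme buffer wells for full effect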
SENP1 inh – SENP1 (human) catalytic domain inhibition; Q9P0U3; recombinant SENP1 catalytic domain, CyPet-SUMO1-YPet FRET cleavage; inhibition, % at 10 µM; 360,000 compounds, 0.21% hits; AID 624204;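 active = inhibition at least 30% at 10 µM, raw YFP signal under a set limit, fluorescence ratio 0.5 to 1.5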;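 note: 0% = enzyme with DMSO and 100% = no enzyme wells; some results filed as inactive read as strong as hits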
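Test system: human SENP1 catalytic domain; medium: Tris pH 8 buffer plus EDTA, NaCl, BME, BSA, NP40, catalase; incubation: 50 min reaction at room temperature; technique: FRET, CFP and YFP emission; controls: no-enzyme low control and enzyme-plus-DMSO high control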
Apaf-1 inh – human Apaf-1 inhibition. O14727. reconstituted apoptosome caspase-3 activity, DEVD-Rh110 fluorescence. inhibition, % at 20 µM. 330,000 compounds, 0.71% hits; active = inhibition of at least 40% at 20 µM;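 note: plate controls were DMSO wells for no effect and DEVD-CHO caspase inhibitor wells for full effect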
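Material: reconstituted apoptosome with Apaf-1, cytochrome c, caspase-9, procaspase-3, dATP; medium: pH 7.5 Hepes buffer with CHAPS, BSA, DTT; also added: cytochrome c and DEVD-Rh110 substrate; timing: 30 min plus 50 min, RT; signal: Rh110 fluorescence intensity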
SENP8 block-1 – blocks human SENP8 cleavage of Nedd8 substrate. recombinant SENP8, Nedd8 substrate fluorescence. Q96LD8. AID 602440. 360,000 compounds, 0.64% hits. inhibition, % at 20 µM; in the data active = inhibition mostly above about 40%, no sharp cut-off; inactive = mostly below about 27%
UBC13 inh – inhibitors of human UBC13 polyubiquitin chain formation. TR-FRET. P61088. 330,000 compounds, 0.47% hits. AID 485273. inhibition, % at 20 µM; in the data active = inhibition above about 45%, passing the limit was not always enough; inconclusive = no clear call, values can overlap the other calls
SENP8 block-2 – blocks the human protease SENP8 | purified SENP8, Z-RLRGG-aminoluciferin cleavage, luminescence | inhibition, % at 10 µM | 330,000 compounds, 1.2% hits | AID 2540; in the data active = inhibition above about 50%
APOBEC3G inh – APOBEC3G (human) deaminase inhibition | Q9HC16 | recombinant A3G, ssDNA deamination FAM/TAMRA fluorescence | inhibition, % at 20 µM | 330,000 compounds, 0.28% hits;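 active = inhibition of at least 40% at 20 µM, with no more than 30% in the related APOBEC3A deaminase screen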;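 note: plate controls were DMSO wells with A3G for no effect and wells lacking A3G enzyme for full effect; some compounds called inactive have numbers as strong as hits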
Target sequence (Q9HC16 whole entry, looked up): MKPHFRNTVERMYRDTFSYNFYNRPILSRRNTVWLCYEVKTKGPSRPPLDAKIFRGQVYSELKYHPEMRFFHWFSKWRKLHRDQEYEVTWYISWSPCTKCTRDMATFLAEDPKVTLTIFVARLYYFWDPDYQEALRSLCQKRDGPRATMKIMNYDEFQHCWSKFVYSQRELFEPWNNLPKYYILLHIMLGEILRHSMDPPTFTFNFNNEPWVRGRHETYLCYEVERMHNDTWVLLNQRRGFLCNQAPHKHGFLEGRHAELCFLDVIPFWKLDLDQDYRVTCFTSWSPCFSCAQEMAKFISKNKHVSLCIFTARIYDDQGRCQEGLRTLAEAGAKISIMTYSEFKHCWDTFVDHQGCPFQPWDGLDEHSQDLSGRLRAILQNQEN
The depositor's hits bear a star; ? = inconclusive; . = not tested or not shown. An excerpt; rates above refer to the full screens.

1) COc1ccc(CN2CCN(Cc3ccccc3OC)CC2)cc1
2) O=C(N=Nc1c(O)[nH]c(=O)[nH]c1=O)C1COc2ccccc2O1 (centres undefined)
3) COCCN1C(=O)/C(=C/c2c(OC)cc(OC)cc2OC)C(=O)N(c2ccccc2)C1=O
4) C[N+](C)(C)CC(=O)Nc1ccc(Cl)cc1C(=O)c1ccccc1
5) CC1CCCN(C(=O)CN2C3CCC2CC(O)(c2ccc(F)cc2)C3)C1 (centres undefined)
6) CCCCn1c(O)c(/C=C/C=Nc2ccccc2)c(=O)[nH]c1=O
7) CN1C(=O)C(=Cc2ccc(N3CCCCCC3)cc2)C(=O)N(C)C1=O
8) Brc1ccc2c(c1)C(OC1CN3CCC1CC3)c1ccccc1CS2 (centres undefined)
assay / entry	1	2	3	4	5	6	7	8
SENP6 inh	-5	-4	-8	-10	15	4	-10	-21
SENP7 block	7	-5	8	-1	8	-1	4	-10
SENP1 inh	4	0	5	1	4	-28	-8	1
Apaf-1 inh	5	11	-7	-3	-7	12	-10	13
SENP8 block-1	12	8	-33	20	10	16	-11	19
UBC13 inh	-1	-33	-1	1	6	-38	-33	15
SENP8 block-2	-4	0	-1	-7	-4	-10	1	-6
APOBEC3G inh	6	-4	-6	-7	-7	-5	-6	-5

9) CCOC(=O)c1c(C)[nH]c(C)c1C(=O)C(Cc1ccccc1)N(C)C (centres undefined)
10) CC(=O)O[C@]1(c2ccccc2)CCN(C)[C@H]2CCCC[C@@H]21
11) O=C1CN=C(c2ccccc2Cl)c2cc(Br)ccc2N1
12) C/C(=N\N1CCCCC1)c1c(O)[nH]c(=O)[nH]c1=O
13) O=C1NC(=O)C(CCc2ccncc2)(CCc2ccncc2)C(=O)N1CCc1ccccc1
14) O=c1[nH]c(=O)n(-c2cccc(Cl)c2)c(O)c1C=NCCCN1CCOCC1
15) C/C(=N\NC(=O)c1ccccc1O)c1c(O)n(Cc2ccccc2)c(=O)[nH]c1=O
16) Cc1cccn2c(=O)c3cc(C(=O)N4CCC5(CC4)OCCO5)n(C)c3nc12
assay / entry	9	10	11	12	13	14	15	16
SENP6 inh	1	-2	-18	-9	7	-16	43	16
SENP7 block	3	-2	5	-5	2	-4	6	4
SENP1 inh	-1	0	0	2	1	-1	1	-29
Apaf-1 inh	-3	1	-7	0	2	-9	-1	0
SENP8 block-1	6	-26	-9	17	26	13	-254	-290
UBC13 inh	0	6	8	0	6	8	-2	9
SENP8 block-2	-2	-3	-1	-19	3	-8	13	2
APOBEC3G inh	-11	-4	-4	-8	-6	-6	-1	-2

17) CSC1=NP(=S)(SC)N(C)c2nc3n(c21)CCC3 (centres undefined)
18) CCN(CC)C(=O)c1ccc(NC(=O)c2cc(S(=O)(=O)N3CCCCCC3)ccc2OC)cc1
19) CCCCn1c(O)c(C=NCCCn2ccnc2)c(=O)[nH]c1=O
20) COC(=O)C1=C(c2cccc(C#N)c2)C[C@@H]2CC[C@H]1N2C(=O)N1CCCC1
21) O=c1c2ccccc2nc(CNCC2CCCO2)n1-c1ccc(F)cc1 (centres undefined)
22) Cc1ncc([N+](=O)[O-])n1CCOc1nonc1N
23) COc1cc(CN2CCN(c3cc(C)ccc3C)CC2)ccc1O
24) COc1c(C)cc(C(=O)C2CCCN(Cc3cnc(C)s3)C2)cc1C (centres undefined)
assay / entry	17	18	19	20	21	22	23	24
SENP6 inh	-17	-12	4	1	-14	8	-2	-21
SENP7 block	-8	2	-4	4	-5	3	-2	2
SENP1 inh	.	0	2	-1	1	-1	-1	1
Apaf-1 inh	4	15	-3	-3	11	-22	-9	10
SENP8 block-1	.	-2	16	-4	7	6	15	13
UBC13 inh	-8	3	0	8	-3	1	5	-3
SENP8 block-2	2	6	-4	6	-4	-1	-10	-5
APOBEC3G inh	0	-10	-4	-5	-6	-13	-3	-2

25) O=C1NC(=O)C(=Cc2ccc3ccccc3c2)C(=O)N1
26) COCCCNC(=O)c1c(NC(=O)c2ccccc2Cl)n(Cc2ccccc2)c2nc3ccccc3nc12
27) COc1cccc(Oc2c(C)oc3cc(OC(=O)N(C)C)ccc3c2=O)c1
28) CCOc1cccc(CNCCc2c(C)[nH]c3ccc(OC(F)(F)F)cc23)c1O
29) COc1ccc(CCNCC2CCCO2)cc1 (centres undefined)
30) CC(=O)O[C@H]1CC[C@@]2(C)C(=CC[C@@H]3[C@@H]2CC[C@]2(C)C(=O)CC[C@@H]32)C1
31) Cc1cc(C)cc(N2C(=O)NC(=O)/C(=C\c3cccn3-c3ccc(Cl)cc3)C2=O)c1
32) O=C1NC(=O)C(=Cc2ccsc2)C(=O)N1
assay / entry	25	26	27	28	29	30	31	32
SENP6 inh	5	12	7	5	-7	9	-14	-15
SENP7 block	0	8	3	2	12	1	-7	4
SENP1 inh	-1	-27	1	-2	-2	1	-5	-3
Apaf-1 inh	2	20	0	16	2	15	32	-2
SENP8 block-1	-33	-306	14	16	7	11	17	7
UBC13 inh	5	?	-1	38	0	1	-27	-5
SENP8 block-2	3	8	0	-20	-13	7	-9	-3
APOBEC3G inh	-1	-1	2	-4	-5	-5	-3	-1

Two compounds from above, reduced to APOBEC3G inh:
item	Structure	APOBEC3G inh
17	CSC1=NP(=S)(SC)N(C)c2nc3n(c21)CCC3 (centres undefined)	0
18	CCN(CC)C(=O)c1ccc(NC(=O)c2cc(S(=O)(=O)N3CCCCCC3)ccc2OC)cc1	-10

Later entries
33) CCn1c(C)c(C(=O)O)c2cc(OC)ccc21
34) CC(C)(CN)CC(=O)O
35) COc1ccc2[nH]c3c(c2c1)CCNC3
36) COC(=O)C1=C(c2ccc(-c3ccccc3)c(F)c2)C[C@@H]2CC[C@H]1N2C(=O)NCCO
37) CC1CC(C)CN(CC(=O)c2ccc(OC(F)F)cc2)C1 (centres undefined)
38) CNC(C(=O)c1ccccc1)C(OC)c1ccccc1 (centres undefined)
39) CCc1c(C(=O)NN2C(=O)C3C4CCC(O4)C3C2=O)csc1C (centres undefined)
40) Cn1c(O)c(C2=NN(C(=O)CCl)C(c3ccccc3)C2)c(=O)n(C)c1=O (centres undefined)
assay / entry	33	34	35	36	37	38	39	40
SENP6 inh	-1	6	-6	-16	-21	-8	1	3
SENP7 block	-1	12	-3	8	-12	4	0	-2
SENP1 inh	3	0	0	2	2	-1	2	0
Apaf-1 inh	0	-7	12	9	-4	-8	-13	-20
SENP8 block-1	9	26	9	1	20	20	0	16
UBC13 inh	-4	9	0	13	-1	3	2	3
SENP8 block-2	-9	5	-3	-2	-13	-3	0	-6
APOBEC3G inh	-6	-2	1	-2	-4	2	-7	-5

41) CCCCCCCn1c(=O)c(C(=O)Nc2cnccn2)c(O)c2ccccc21
42) COc1ccc(CCn2c(O)c(C=NCc3cccnc3)c(=O)[nH]c2=O)cc1OC
43) NC(=O)OCCCc1ccccc1
44) Cc1ccccc1NC(=O)c1cc(-c2ccccc2)n(CCCN2CCOCC2)c1C
45) CN(CCCCC(=O)/C=N/O)Cc1ccccc1 (tested in a mixture with another compound)
46) CCOC(=O)c1ccc(N2C(=O)CC(N3CC=C(c4ccc(F)cc4)CC3)C2=O)cc1 (centres undefined)
47) O=[N+]([O-])c1ccc(NCc2ccc(Cl)cc2)c2ccncc12
48) CCOc1cc(C=C2C(=O)NC(=O)NC2=O)ccc1OCC(=O)N1CCOCC1
assay / entry	41	42	43	44	45	46	47	48
SENP6 inh	3	-2	-6	-1	-7	-7	26	-8
SENP7 block	4	-4	5	9	6	7	13	15
SENP1 inh	2	1	2	-2	0	-3	-45	-2
Apaf-1 inh	-9	-4	0	-6	1	21	79*	-7
SENP8 block-1	-171	18	1	11	10	-12	43*	0
UBC13 inh	22	4	-7	5	-3	-11	-29	-7
SENP8 block-2	14	-4	4	-2	8	3	16	-3
APOBEC3G inh	-4	0	-2	1	-5	2	-3	4

49) CCCCCCCCCCCCn1ccc(=N)cc1
50) CC[C@H](C)/C=C(C)/C=C/C1=CC2=C(Cl)C(=O)[C@](C)(OC(C)=O)C(=O)C2=CO1
51) CCOC(=O)c1c(N)n(CCN2CCOCC2)c2nc3ccccc3nc12
52) O=[N+]([O-])c1cc([As](=O)(O)O)ccc1O
53) NP(=O)(OCCCc1ccccc1)Oc1ccc(Cl)cc1 (centres undefined)
54) Cc1ccc2c(c1Cl)NC(C(=O)O)C1CC(Sc3ccccc3[N+](=O)[O-])C(Cl)C21 (centres undefined)
55) CN(C)CCCNCC(=O)Nc1ccc(Cl)cc1C(=O)c1ccccc1
56) O=c1[nH]c(=O)n(-c2ccc(Br)cc2)c(O)c1C=NCCN1CCCCC1
57) Cc1cc(/C=C2\C(=O)NC(=O)N(c3ccccc3)C2=O)c(C)n1-c1ccc(C(=O)O)c(Cl)c1
58) CC1=C2C3OC(=O)C(C)C3CC[C@@]2(C)C=CC1=O (some centres undefined)
assay / entry	49	50	51	52	53	54	55	56	57	58
SENP6 inh	-36	6	-29	-1	-4	4	4	-4	9	3
SENP7 block	2	2	1	-8	-3	3	-1	2	-6	-3
SENP1 inh	2	-16	-79	2	3	-1	2	-5	2	-1
Apaf-1 inh	44*	2	-3	4	10	5	-5	-8	-5	-9
SENP8 block-1	26	4	-286	8	4	30	6	8	3	0
UBC13 inh	37	-38	0	-17	-4	0	12	-7	-17	6
SENP8 block-2	-17	24	2	-3	-6	6	5	-8	-11	10
APOBEC3G inh	-8	3	-1	6	15	25	-9	-8	3	-2

Numbers 55 to 58 from above:
55) CN(C)CCCNCC(=O)Nc1ccc(Cl)cc1C(=O)c1ccccc1
56) O=c1[nH]c(=O)n(-c2ccc(Br)cc2)c(O)c1C=NCCN1CCCCC1
57) Cc1cc(/C=C2\C(=O)NC(=O)N(c3ccccc3)C2=O)c(C)n1-c1ccc(C(=O)O)c(Cl)c1
58) CC1=C2C3OC(=O)C(C)C3CC[C@@]2(C)C=CC1=O (some centres undefined)
assay / entry	55	56	57	58
SENP6 inh	4	-4	9	3
SENP7 block	-1	2	-6	-3
SENP1 inh	2	-5	2	-1
Apaf-1 inh	-5	-8	-5	-9
SENP8 block-1	6	8	3	0
UBC13 inh	12	-7	-17	6
SENP8 block-2	5	-8	-11	10
APOBEC3G inh	-9	-8	3	-2

Screening results from PubChem.
